# GLS inhibitor – qHTS for Inhibitors of Glutaminase (GLS) | Glutaminase kidney isoform, mitochondrial (Homo sapiens), O94925 | GLS enzymatic activity, qHTS titration | Potency, µM (top dose mostly 45.5 µM), for the others: at the top dose activity change, negative = inhibition, actives largely listed as inhibitors | 410,000 compounds, 0.21% hits | AID 624170, 2012; also: potency is read from the fitted curve at half-maximal effect; % is scaled to controls: 0 for no effect and ±100 for the full control effect
#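 hKGA in 45 mM KH2PO4 pH 8.2, 0.02% Tween-20 with pin-transferred compounds; 1 mM L-glutamine (stock) plus glutamate oxidase/HRP/Amplex Red coupling added. Fluorescence read initially and after 30 min at RT.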
# PI4K2A block – qHTS for small molecular inhibitors of PI4K2A; AID 1346378, 2018; purified PI4K2A, ADP-Glo luminescence, 1 h; active compounds read low; activity change, negative = inhibition, % at 76.9 µM; 420,000 compounds, 0.13% hits; in the data active = activity change below about -50%; inconclusive = mostly about -30% to -49%;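 also: -100% = wells without enzyme as full effect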
#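 PI4K2A activity was measured by ADP-Glo luminescence: enzyme (4 ug/mL stock) and phosphatidylinositol (1.2 mM stock) in Tris pH 7.5/MgCl2/EGTA/Triton X-100 buffer were reacted with ATP (300 microM stock) for one hour at ambient temperature.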
# HP1b chromo inh – HTS for Inhibitors of HP1-beta Chromodomain Interactions with Methylated Histone Tails. AlphaScreen HP1-beta / biotin-H3K9me3 peptide binding. Chromobox protein homolog 1 (Homo sapiens), P83916. 390,000 compounds, 0.56% hits. Potency, µM (doses to about 114 µM), for inactives: at the highest dose activity change, negative = inhibition, usual class: inhibitors; also: potency is read from the fitted curve at half-maximal effect; nearly all actives have a fitted effect of over 70% in size; inactives centre near 23
#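 HP1-beta protein (50 nM final) preincubated 30 min at room temperature with biotinylated H3(1-18)K9me3 peptide (50 nM) in PBS pH 7.4, 0.01% Tween-20, then compound added for 30 min. AlphaScreen streptavidin donor/nickel chelate acceptor beads (10 ug/mL final), 30 min dark, luminescence read.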
# BAZ2B block – qHTS Assay for Inhibitors of BAZ2B; Bromodomain adjacent to zinc finger domain protein 2B (Homo sapiens), Q9UIF8; AlphaScreen BAZ2B-H3K14Ac peptide displacement; Potency, µM (top dose mostly 114 µM), without a hit: at the top dose activity change, negative = inhibition, hits mostly inhibitors; 360,000 compounds, 4.4% hits; also: potency is read from the fitted curve at half-maximal effect; % is scaled to controls: 0 for no effect and ±100 for the full control effect; nearly all actives have a fitted effect of over 60% in size
#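 Complex of BAZ2B and biotin-H3K14Ac (50 nM apiece) forms over 30 min at RT, then faces library compounds up to 110 uM for another 30 min; AlphaScreen beads added, 20 min dark incubation, luminescence read.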
# JMJD2A Tudor – qHTS Assay for Inhibitors of JMJD2A-Tudor Domain; Lysine-specific demethylase 4A (Homo sapiens), O75164; AlphaScreen JMJD2A-Tudor / H3K4me3 peptide binding; Potency, µM (highest dose often 114 µM), for the others: at the highest dose activity change, negative = inhibition, usual class: inhibitors; 390,000 compounds, 4.4% hits; AID 504339, 2011; also: potency is read from the fitted curve at half-maximal effect; % is scaled to controls: 0 for no effect and ±100 for the full control effect; nearly all actives have a fitted effect of over 50% in size
# Pin1 inh – qHTS Assay to Find Inhibitors of Pin1. Peptidyl-prolyl cis-trans isomerase NIMA-interacting 1 (Homo sapiens), Q13526. Pin1 FP peptide displacement, HiFluor488, 10 min. Potency, µM (highest dose often 115 µM), for inactives: at the highest dose activity, negative = inhibition, most hits filed as inhibitors. 390,000 compounds, 0.009% hits. AID 504891, 2011; active = well fitted inhibition curve with a large enough effect in the polarisation, with a control signal flat, not every such curve was filed as active; inconclusive = small, poorly fitted or top-dose-only effect, or effect the other way, or a change in a side signal; inactive = no such curve, though single readings can be large or run the other way; the % refers to the polarisation; also: potency is read from the fitted curve at half-maximal effect; % is scaled to controls: 0 for no effect and ±100 for the full control effect
# G9a inh – qHTS Assay for Inhibitors of Histone Lysine Methyltransferase G9a; Histone-lysine N-methyltransferase EHMT2 (Homo sapiens), Q96KQ7; G9a H3K9 monomethylation, AlphaScreen, 2 h; Potency, µM (titrated, usually from 102 µM), without a hit: at the top dose activity, negative = inhibition, actives largely listed as inhibitors; 350,000 compounds, 8.8% hits; AID 504332, 2011; also: potency is read from the fitted curve at half-maximal effect; % is scaled to controls: 0 for no effect and ±100 for the full control effect; nearly all actives have a fitted effect of over 75% in size
#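 Readings reflect AlphaScreen signal from monomethyl-H3K9 antibody detection. HMT at 20 nM; substrate b-H3K9 500 nM; cofactor SAM 20 uM; 2 h RT reaction; compounds tested as titrations in qHTS with 15 min preincubation.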
# Tb PGK inh – qHTS Assay to Find Inhibitors of Phosphoglycerate Kinase. Phosphoglycerate kinase, glycosomal (Trypanosoma brucei brucei), P07378. Potency, µM (top dose mostly 57.5 µM), for the others: at the top dose activity change, negative = inhibition, most hits filed as inhibitors. 380,000 compounds, 0.043% hits. PGK/GAPDH coupled, Kinase-Glo luminescence, 60 min; also: potency is read from the fitted curve at half-maximal effect; % is scaled to controls: 0 for no effect and ±100 for the full control effect; nearly all actives have a fitted effect of over 60% in size
#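 Luminescent ATP detection (Kinase-Glo Plus) follows a 60-minute room-temperature incubation, with wells lacking PGK as controls. Buffer: 100 mM TEA (pH 7.6), 5 mM MgCl2, 0.01% Tween-20. Coupling enzyme GAPDH (100 nM final) supplies unstable 1,3-BPG in-well.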
# ERG-DNA inh – qHTS for Small Molecule Inhibitors of the ERG Ets/DNA interaction. Transcriptional regulator ERG (Homo sapiens), P11308. fluorescence polarization, His-ERG Ets domain / labelled DNA. Potency, µM (top dose mostly 76.9 µM), for the others: at the top dose FP activity, negative = inhibition, usual class: inhibitors. 370,000 compounds, 0.028% hits. AID 624246, 2012; active = well fitted inhibition curve with a large enough effect in the polarisation, with a control signal flat; inconclusive = small, poorly fitted or top-dose-only effect, or effect the other way, or a change in a side signal; inactive = no such curve, though single readings can be large or run the other way; the % refers to the polarisation;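 also: polarization taken with two DNA probes labelled with fluorescein and Texas red; potency is read from the fitted curve at half-maximal effect; % of control where 0% means no effect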
#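 His-tagged ERG Ets domain (1 uM in the protein solution; 300mM KCl, 50mM Tris-HCl, 1mM EDTA, 1mM DTT, pH 7.5) received compound, then a probe mix of 5 nM fluorescein-DNA and 100nM Texas-615-DNA. Fluorescence polarization was read for both dyes.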
# The depositor's hits bear a star; i = inactive; ? = inconclusive; / = no result given; & = joins results of further samples; [ ] = remark or other dose. Unless noted, calls follow the shape of the dose curve; as a rule, active = well fitted curve in the direction sought with a large enough effect; inconclusive = small, poorly fitted or top-dose-only effect, or another doubt; inactive = no such curve, though single readings can be large; an effect the other way counts as inactive or inconclusive.
SMILES,GLS inhibitor,PI4K2A block,HP1b chromo inh,BAZ2B block,JMJD2A Tudor,Pin1 inh,G9a inh,Tb PGK inh,ERG-DNA inh
O=C(Cc1ccccc1)c1ccccc1C(=O)N1CCCCC1,-4.8%,3.9,50.1%[activator],-0.5%,7.5%,3.0%,-8.1%,-5.9%,0.8%
COc1ccc(S(=O)(=O)NNC(=S)NCCc2ccccc2)c(OC)c1,-28.1%,8.1,30.0%,-18.6%,-5.6%,-3.6%,33.3%,-2.2%,?
O/N=C/C1=C(Cl)c2ccccc2CC1,2.7%,7.8,37.5%[activator],4.8%,-0.3%,-5.3%,17.8%[59 µM],0.3%,-9.6%
COc1ccccc1Cc1nc(-c2ccc(Br)o2)no1,1.3%,-3.9,33.2%,-7.0%,96.5%[activator],?,?,9.3%,10.5%
Cc1ccccc1NC(=O)/C=C/c1ccc([N+](=O)[O-])s1,-2.6%,-5.7,27.8%,-8.2%,-0.7%,0.2%,8.7%[59 µM],2.0%,7.8%
COc1ccc(/C=C/C(=O)c2ccc(OC)cc2OC)cc1,-8.4%&15.1%,5.5&1.4,33.3%,-11.4%,-10.9%,0.1%,4.8%[12.7 µM],-2.9%,-5.2%
CC(=O)Nc1nnc(-c2ccc3c(c2)CCCC3)o1,-7.9%,3.9,52.7%[activator],-23.8%,-6.4%,1.2%,-26.2%,i,11.4%
COc1ccc(C(=O)O)cc1NCc1ccc(C)s1,18.2%,6.1,37.8%,1.6%,-11.6%,-11.2%,/,i,-15.8%
O=C(CN1C(=O)S/C(=C\c2ccc(F)cc2)C1=O)Nc1cccc(S(=O)(=O)NCc2ccco2)c1,-11.6%,-0.9,12.5%,-8.5%,-25.3%,?,29.1%,i,12.4%
O=C(CSc1ncnc2c1cnn2-c1ccc(F)cc1)NCC1CCCO1 (stereo unspecified),-5.8%,6.7,52.4%[activator],-5.4%,-18.3%,-6.6%,?,-1.0%,-5.6%
Cc1ccc2c(c1)N(CCCC(=O)NCc1cccnc1)C(=O)CO2,0.1%,-0.6,50.2%[activator],2.1%,-17.2%,-1.5%,11.8%,-5.8%,-3.4%
COCOc1ccc(/C=C/C(=O)c2c(O)cc(OCOC)cc2OCOC)cc1,1.4%,-1.3,-14.7%,/,?,-2.0%,/,-7.9%,-3.3%
Cc1nnc(SCC(=O)Nc2ccc(C(N)=O)cc2)n1-c1ccccc1,-3.4%,0.3,11.2%,1.8%,-1.4%,2.3%,22.9%,-9.8%,6.2%
Cc1cc(C)cc(N(CC(=O)NCC2CCCO2)C(=O)CN2C(=O)COc3ccccc32)c1 (stereo unspecified),12.5%,3.5,-18.7%,5.3%,?,-0.3%,6.1%[12.7 µM],-2.1%,0.5%
CCn1cc(Br)c(C(=O)Nc2ccc(Cl)c(Cl)c2)n1,-18.1%,2.5,126.4%[activator],31.1%,2.1%,-2.7%,10.4%[59 µM],-8.7%,-1.1%
c1ccc2c(-c3cncc4ccccc34)cncc2c1,4.5%,4.6,-4.1%,/,-19.6%,-0.6%,/,-7.3%,-0.1%
Cc1ccc(NC(=S)NCC2CCN(C(C)c3ccccc3)C2)cc1 (stereo unspecified),4.9%,-1.3,12.5%,0.3%,-9.8%,-6.3%,50.1µM*,-2.0%,-11.4%
Cn1c(SCC(=O)NCCN2C(=O)CSC2=O)nc2ccccc2c1=O,9.8%,2.4,30.1%[activator],14.0%,-20.0%,-5.5%,9.9%[59 µM],-7.6%,-9.3%
CCC(=O)C1=C(c2ccc(F)cc2)N(C(=O)CC)n2c(nnc2C2CCCCC2)S1,9.2%,7.8,65.3%[activator],-6.2%,32.8%,?,12.4%[59 µM],-4.0%,-1.1%
Cc1ccc(C)c(C2C(=O)c3ccccc3C2=O)c1,7.3%,0.3,-0.1%,-7.9%,-13.6%,-10.7%,7.0%[59 µM],-5.3%,1.3%
COc1ccc(OC)c(NC(=O)COC(=O)CCNc2ccccc2OC)c1,5.0%,2.4,-10.3%[57 µM],/,?,?,/,2.7%,-0.7%
Cc1noc(C)c1CSc1ccccc1C(=O)N(C)CC(=O)Nc1cccc(F)c1,0.2%,-4.3,29.2%,-28.9%,-3.7%,-3.1%,-2.9%[0.501 µM],-3.8%,0.7%
O=C(NC1CCCN(Cc2ccc(Cl)cc2)C1)c1c(F)cccc1F (stereo unspecified),-8.5%,-1.1,28.3%,8.8%,2.1%,0.4%,-2.2%,4.7%,-7.5%
Cc1cccc(N(C)S(=O)(=O)c2ccc3c(c2)C(C)(C)C(=O)N3C)c1,-2.3%,-0.5,?,?,?,-1.2%,/,-8.8%,8.6%
COCCNC(=O)CCc1nnc(C2(c3ccc(Cl)cc3)CCC2)o1,-3.5%,1.9,22.4%,-9.2%,-15.9%,2.5%,7.1%,-9.8%,5.4%
O=C(COc1cccc(-n2cnnn2)c1)N1CCOCC1,2.7%,2.3,40.8%[activator],5.0%,-10.5%,7.4%,-1.4%,i,8.8%
O=C(Nc1ccc2c(c1)CCC2)C1CCCO1 (stereo unspecified),-8.3%,5.1,15.1%,-0.5%,-5.1%,-3.5%,-3.0%[59 µM],-5.8%,4.1%
CCCNC(=S)N1CCC(Cc2ccccc2)CC1,0.3%,0.4,28.6%,-4.3%,-14.9%,1.2%,0.9%[0.501 µM],6.8%,5.6%
CCCSC1=C(C#N)C(c2ccccc2C)CC(=O)N1 (stereo unspecified),-3.3%,-0.7,33.1%,7.4%,-8.2%,-1.3%,25.1µM*,-9.1%,-13.1%
CCN(C(=O)COC(=O)c1ccc(Cl)c(N)c1)C1CCS(=O)(=O)C1 (stereo unspecified),1.4%,-1.7,69.1%[activator],13.1%,-8.9%,-6.4%,114.4%[activator][59 µM],-0.7%,-15.6%
NS(=O)(=O)c1cccc2c1c([N+](=O)[O-])cc1nc(O)c(O)nc12,12.4%,-4.1&-4.0,-2.4%,4.9%,-10.8%,-19.3%,10.6%[12.7 µM],-0.5%,-7.3%
COc1ccccc1CNC(=O)c1ccc(-c2ccccc2)cc1,-2.4%,1.0,33.0%,-4.6%,-5.6%,2.0%,44.7µM*,3.1%,0.0%
COc1nccnc1NS(=O)(=O)c1ccc(NS(=O)(=O)c2ccc(NC(C)=O)cc2)cc1,-4.3%,-3.7,23.5%,6.4%,-10.5%,0.3%,16.2%[59 µM],10.7%,-11.0%
COc1ccc(C(=O)N/N=C/c2ccc(OC)c(COc3ccc(F)cc3)c2)cc1,10.7%,-2.6,8.0%,-26.8%,-10.3%,11.3%,/,-3.3%,-11.1%
Cc1ccc(CC2C(=O)N(c3ccccc3)C(=O)C2C)cc1 (stereo unspecified),5.0%,-3.2,75.9%[activator],-5.7%,6.2%,-3.5%,42.6%,i,4.5%
CC(C)[C@H](NC(=O)OC(C)(C)C)C(=O)NCC1CCC(C(=O)N[C@@H](Cc2ccccc2)C(=O)O)CC1 (stereo partly specified),13.9%,5.0,1.6%,-13.5%,-6.8%,-6.6%,-7.5%,-2.3%,-5.2%
Cc1nn(-c2ccc(Cl)nn2)c(=O)c2ccccc12,-1.0%,1.3,17.3%,/,-4.1%,0.4%,2.2%,-2.9%,-4.1%
Cc1cccc(CNC(=O)c2cnc3c(-c4cccc(C)c4)c(C)nn3c2C)c1,0.7%,-5.6,12.1%,1.5%,-22.7%,11.2%,40.7%[59 µM],9.0%,-0.2%
Cc1cc(=O)oc2ccc(OCC(=O)NCc3ccco3)cc12,/,5.1,26.8%,8.5%,5.3%,-5.6%,-8.2%[59 µM],-3.0%,2.0%
Cc1cc(N2CCC(C(=O)NCC3CC3)CC2)nc(-c2ccccc2)n1,1.5%,0.7,56.4%[activator],3.5%,-1.2%,-1.6%,-2.6%[59 µM],3.7%,11.2%
COc1cccc(OCCOc2ccccc2OC(C)C)c1,-0.7%,9.6,179.7%[activator],58.9%[activator],103.7%[activator],-10.2%,269.2%[activator],-3.4%,-2.7%
Cc1ccc(C)c(N2CCN(C(=O)Cn3nc(C)c4sc5ccccc5c4c3=O)CC2)c1,1.9%,0.6,-11.7%,?,12.6µM*,7.6%,12.6µM*,5.7%,0.4%
Cc1ccc(C2CC2c2n[nH]c(=S)n2-c2ccc(Cl)cc2)cc1 (stereo unspecified),-5.2%,3.7,-5.1%,-35.1%,-14.1%,-2.6%,22.4µM*,i,-8.7%
COC(=O)NC1CCC(CC2CCC(NC(=O)OC)CC2)CC1 (stereo unspecified),-5.4%,3.3,46.2%[activator],1.7%,-13.9%,-4.9%,?,i,-12.5%

# Screens deposited in PubChem by National Center for Advancing Translational Sciences (NCATS).
